# Platelet DG rel – platelet dense granule release activity; 300,000 compounds, 0.22% hits; human platelet-rich plasma, SFLLRN dense granule ATP release, luminescence; inhibition, %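 (compounds screened at 7.5 µM in platelet-rich plasma)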;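 active = mean replicate score, as percent of positive control, at or above 50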
# HDAC3 inh – blocks human histone deacetylase 3; recombinant HDAC3, fluorogenic peptide/trypsin coupled, fluorescence; 320,000 compounds, 0.15% hits; inhibition, % at 8.3 µM; in the data active = inhibition above about 26%, passing the limit was not always enough
# Target sequence (O15379 whole entry, looked up): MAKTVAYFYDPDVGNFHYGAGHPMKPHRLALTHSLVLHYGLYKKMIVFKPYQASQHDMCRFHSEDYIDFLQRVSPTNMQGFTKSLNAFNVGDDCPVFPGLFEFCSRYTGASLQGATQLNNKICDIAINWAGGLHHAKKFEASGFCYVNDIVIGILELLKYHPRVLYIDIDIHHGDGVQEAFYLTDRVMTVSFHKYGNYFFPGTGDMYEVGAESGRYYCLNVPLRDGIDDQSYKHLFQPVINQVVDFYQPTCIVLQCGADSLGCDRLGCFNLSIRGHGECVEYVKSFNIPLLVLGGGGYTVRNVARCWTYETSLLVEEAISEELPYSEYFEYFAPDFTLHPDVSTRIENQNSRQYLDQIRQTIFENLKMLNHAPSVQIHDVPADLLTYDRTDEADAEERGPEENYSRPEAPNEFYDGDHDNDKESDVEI
# HSP90 refold inh – blocks HSP90-mediated luciferase refolding in reticulocyte lysate; Rabbit reticulocyte lysate, luciferase refolding luminescence, 3 h; inhibition, % at 5.6 µM; 290,000 compounds, 0.91% hits;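 active = inhibition above the screen-wide mean plus 3 SD, computed separately per campaign, cut at about 16% in these data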;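 also: 0% = DMSO wells and 100% = 60 µM geldanamycin wells; inhibitors lower the luminescence because luciferase stays unfolded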
# HSF-1 act – increases HSF-1 driven luciferase reporter signal; NIH3T3-HGL HSF-1 luciferase reporter, MG132, 8 h; 100% = twice DMSO control signal; activation, % at 9 µM; 300,000 compounds, 1.7% hits;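 active = mean replicate activation of at least 50% with a set share of replicates each reaching 50%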;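 also: 0% = median of the neutral control wells and 100% = twice that signal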
# HSF1 inhib – HSF1 inhibition; activity change, negative = inhibition, % at 7.5 µM (by protocol); NIH3T3-HGL HSE-luciferase, MG132-induced, luminescence 8 h; hits give low values; AID 2098; 300,000 compounds, 0.77% hits;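 active = more than half of replicate wells show activity change below -50%, luminescence cut by over half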;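 also: luciferase reports HSF-1 transcriptional activity via heat shock element; 0% = median of DMSO wells and -100% = zero luminescence signal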
# aSyn 5UTR inh – 5' untranslated region of α-synuclein, MLPCN primary screen | AID 1813 | alpha-synuclein 5'UTR reporter, inhibitor activity | inhibition, % (tested at 7.5 µM) | 300,000 compounds, 0.82% hits; in the data active = inhibition above about 60%;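 also: H4 neuroglioblastoma cells stably carrying SNCA 5'UTR luciferase fusion; 0% = DMSO wells and 100% = positive control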
# HIF act – HIF pathway transcriptional activation; U2OS HRE-luciferase reporter, luminescence; normalized: DMSO 0%, desferrioxamine 100%; activation, % at 7.5 µM (by protocol); 300,000 compounds, 0.32% hits; AID 1910;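 active = mean activation of at least 10% of the iron chelator positive control signal, with at least half of replicates also reaching 10%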
# AI-2 QS mod – Vibrio harveyi AI-2 quorum sensing modulation. Vibrio harveyi JMH597 AI-2 luminescence/OD600 ratio, 9 h; hits give low values; strain lacks LuxN and CqsS sensors; 0 = neutral-control median. activity change, % at 7.5 µM. 300,000 compounds, 0.4% hits. AID 2094; in the data active = activity change below about -75%, passing the limit was not always enough;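 also: luminescence divided by OD600 gain over 9 h not by final OD600 alone; inactives centre near 13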
# KLF5 inhibitor – inhibitors of KLF5 expression. DLD-1 KLF5 promoter-luciferase reporter, luminescence. inhibition, % at 5 µM. 290,000 compounds, 0.23% hits. AID 1700;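 active = inhibition above a per-plate limit of that plate's mean compound inhibition plus 3 SD, cut at about 60% in these data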;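 also: 0% = DMSO wells and 100% = LY294002 at 200 µM; higher means less KLF5 promoter-driven luciferase light; inactives centre near -14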
# IEC-6 cytotox – kills IEC-6 intestinal cells in KLF5 counter-screen; IEC-6 cytotoxicity, luminescence viability; inhibition, % at 5 µM; AID 1825; 290,000 compounds, 0.78% hits; in the data active = inhibition above about 22%;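 also: 0% = plate median of test compound wells and 100% = cytotoxic reference compound wells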
# * = called active by the depositor; nt = no result given; & = joins results of further samples.
SMILES,Platelet DG rel,HDAC3 inh,HSP90 refold inh,HSF-1 act,HSF1 inhib,aSyn 5UTR inh,HIF act,AI-2 QS mod,KLF5 inhibitor,IEC-6 cytotox
O=C(NCC(c1ccco1)N1CCOCC1)c1cccc([N+](=O)[O-])c1 (stereo not drawn),-4.9,-9.7,1.1,-2.8,-2.4,6.1,0.7,9.7,7.1,0.8
O=C(Cn1cc2c(n1)CCCCC2)Nc1c(F)c(F)cc(F)c1F,-0.6,0.6,0.1,-4.0,-2.3,-11.9,-0.1,27.5,-27.1,-4.8
Cc1ccc(-n2cccn2)c(CN2CCCC(C(=O)c3ccc4c(c3)OCO4)C2)c1 (stereo not drawn),1.0,2.3,-2.3,18.6,-0.1,-4.1,-0.5,22.5,-17.7,10.5
CNC(=O)C(=O)N/N=C/c1ccc(Br)cc1,-8.3,-6.8,-1.3,-2.5,3.4,-9.2,1.1,6.8,-15.9,-0.4
Cc1ccc(S(=O)(=O)N2CCOCC2)cc1NC(=O)COC(=O)c1n[nH]c(=O)c2ccccc12,-6.1,4.3,0.9,-6.3,-2.5,-3.5,-0.5,-3.5,20.2,-2.8
Cc1cccc(C)c1NC(=O)N1CCN(C2CCCCC2)CC1,2.6,-0.3,-1.1,-14.7,2.4,-4.8,0.1,14.6,10.6,-3.6
CC(C)OC(=O)/C(=C\c1cccnc1)NC(=O)c1ccccc1,12.0,0.5,1.3,-9.6,-0.8,0.0,-0.5,8.6,-17.9,0.6
Cc1cc(C)c(NC(=O)CS(=O)CC(=O)Nc2cccnc2)c(C)c1 (stereo not drawn),3.3,8.9,-2.5,3.4,-5.0,-6.4,-1.0,14.0,17.2,-5.1
C=CCNC(=O)/C(C#N)=C/c1ccccc1Cl,-5.2,-1.2,-3.7,8.4,-5.5,0.6,-0.2,9.0,1.7,0.0
O=c1c2ccccc2oc2ccc(NCCCn3ccnc3)cc12,-3.2,14.6,6.7,-0.1,19.8,-1.1,0.2,1.8,-50.5,1.8
COc1ccc2nc(/N=C/c3c(C)[nH]n(-c4ccc(C)cc4)c3=O)sc2c1,7.1,-0.9,-0.5,4.4,-2.3,-73.3,0.4,11.0,-65.3,9.8
CC(=O)c1ccc(NC(=O)CSc2ccc(-c3ccc(-n4cccn4)cc3)nn2)cc1,15.6,3.4,nt,9.4,-0.9,-52.0,0.3,12.3,nt,nt
O=C(CSc1nc(-c2ccccc2)cc(C(F)(F)F)n1)NCc1cccs1,-22.4,7.8,-0.1,12.7,2.0,1.0,-0.2,19.6,-15.3,2.1
CCn1c(SCC(=O)NCC(=O)Nc2ccc(F)cc2)nnc1-c1ccncc1,-4.0,0.5,4.8,-0.2,-2.5,15.9,2.6,12.0,5.1,7.1
O=C(NCCC1CCCCN1S(=O)(=O)c1ccccc1)C(=O)NCc1cccnc1 (stereo not drawn),0.2,nt,nt,-23.6,-4.2,18.7,-0.3,15.4,nt,nt
CCn1cnc2scc(-c3ccc(OC)cc3)c2c1=O,-1.7,1.7,-5.7,-3.7,-9.8,36.5,0.6,10.8,-11.3,0.8
CCOC(=O)C(=O)Nc1nnc(C2CCCCC2)s1,6.8,-3.6,2.6,-42.9,-32.6,8.9,0.7,23.9,-22.6,-1.0
O=C(C(Cc1ccccc1)N1C(=O)C2C3C=CC(C3)C2C1=O)N1CCCCCC1 (stereo not drawn),1.6,-2.5,-1.1,-2.4,-1.2,8.5,0.7,5.6,8.7,1.2
COc1ccc(-n2c(=O)[nH]cc(C(=O)N3CCc4ccccc43)c2=O)cc1,6.6,-5.5,-1.2,9.7,2.1,-4.1,-0.2,6.4,-11.8,-5.5
CCOc1ccc(/C(O)=C2/C(=O)C(=O)N(CCCN3CCOCC3)C2c2ccc(C)cc2)cc1C (stereo not drawn),4.2,-2.8,-0.9,-0.4,-2.0,6.8,0.6,13.7,-62.1,-6.9
CCOCc1nnc(NC(=O)c2ccc3c(c2)OCO3)s1,-4.0,-3.0,-5.2,8.2,7.4,-51.4,0.7,19.8,-53.7,-7.9
CCc1cccc(C)c1Nc1nc2ccccc2n2cnnc12,-4.8,2.3,0.2,1.6,8.1,19.5,0.6,10.7,-31.4,-7.7
O=CNCc1nc2ccccc2n1CCCc1ccccc1,-2.5,3.8,5.5,34.2,15.3,8.3,0.6,19.1,-13.9,5.9
COc1cccc(C2=CC(c3cccc(OC)c3OC)n3nnnc3N2)c1 (stereo not drawn),0.4,0.8,2.4,16.8,4.1,-294.6,4.8,31.8,4.4,2.3
COC(=O)CC(NC(=O)Nc1ccccc1F)c1ccc2c(c1)OCO2 (stereo not drawn),nt,4.0,-0.4,2.0,-3.2,-2.2,0.6,-7.5,-5.6,10.7
N#CCO/N=C/C(=O)Nc1ccc(F)cc1F,-0.6,0.4,2.1,2.4,7.1,-20.1,-0.4,5.9,-3.5,-0.1
CC(C)c1c(C(=O)N/N=C/c2ccc(OCc3ccc(F)cc3)cc2)nnn1-c1nonc1N,-6.1,6.8,7.2,48.5,26.6,-71.6,1.0,6.7,-76.8,1.3
COc1ccc(OC)c(NC(=O)C2C(C(=O)O)C3(Cl)C(Cl)=C(Cl)C2(Cl)C3(Cl)Cl)c1 (stereo not drawn),9.9,3.0,1.5,-5.4,-5.9,-4.7,-0.1,16.5,-17.2,3.5
Cn1c(=O)c2c(nc(CN3CCN(C(=O)c4ccco4)CC3)n2CCc2ccccc2)n(C)c1=O,2.2,0.0,1.5,-1.2,-2.8,22.8,-0.2,42.0,-14.8,4.0
CCOc1ccc(CCNC(=O)c2cc3c(s2)CS(=O)(=O)C3)cc1OCC,8.4,-1.1,1.6,1.2,-2.1,19.5,0.7,20.1,-22.7,5.3
COc1cc(C(=O)NC(C)Cc2ccccn2)ccc1OC1CCN(C(C)=O)CC1 (stereo not drawn),-1.0,nt,1.6,-36.0,-18.8,3.0,-0.1,12.9,-7.4,-0.3
CCCC(=O)N1CCN(c2ccc(NC(=O)c3ccco3)cc2)CC1,4.2,-5.0,-9.8,-0.1,2.7,-19.7,0.8,6.8,-21.9,3.7
O=C(C1CCCN(S(=O)(=O)c2cccc3cccnc23)C1)N1CCN(c2ccc(F)cc2)CC1 (stereo not drawn),3.2,4.5,1.3,2.5,4.0,9.7,-0.1,17.6,1.3,-0.9
Oc1c(C=C2N=c3ccccc3=N2)sc(=S)n1C1CCCCC1,-9.6&12.2,-1.3&0.1,-3.0&-0.5,46.6&39.6,3.6&6.7,-4.2&-6.0,0.1&-0.1,27.8&14.9,1.1&-2.6,-0.7&2.5
CCCn1c(N)c(C(=O)CSc2nc(C)nc3sc(C)c(C)c23)c(=O)[nH]c1=O,-3.9,1.0,nt,5.4,-6.4,25.9,-0.5,-1.3,nt,nt
COc1ccccc1/C=C1\SC(=S)N(CC(=O)NC2CCS(=O)(=O)C2)C1=O (stereo not drawn),-11.1,6.2,0.5,-23.9,-1.6,-12.3,-0.1,-1.3,0.7,-0.2
COc1cccc(-c2onc3ccc(C(=O)/C=C/N(C)C)cc23)c1,-0.6,5.6,1.5,-1.8,-1.5,-19.9,-1.2,16.7,-11.7,-0.9
CCOC(=O)c1c(C)c(-c2ccccc2)n(CC(=O)NCCCN(CC)CC)c1C,4.0,0.8,-0.1,0.2,-6.4,5.8,-0.2,27.8,-35.6,-5.9
COc1ccccc1CNC(=O)c1ccc(S(=O)(=O)N2CCCC2)cc1,2.1,-3.3,-0.5,8.8,-5.3,20.6,-0.5,-48.7,-9.7,4.2
O=C1C2CCCCN2C(=O)N1CCCCN1CCN(c2cccc(Cl)c2)CC1 (stereo not drawn),-0.4,-7.4,-1.2,-1.9,1.1,12.9,0.0,11.0,-11.1,1.4

# Quoted at random: two entries already listed
SMILES,Platelet DG rel,HDAC3 inh,HSP90 refold inh,HSF-1 act,HSF1 inhib,aSyn 5UTR inh,HIF act,AI-2 QS mod,KLF5 inhibitor,IEC-6 cytotox
Cc1cc(C)c(NC(=O)CS(=O)CC(=O)Nc2cccnc2)c(C)c1 (stereo not drawn),3.3,8.9,-2.5,3.4,-5.0,-6.4,-1.0,14.0,17.2,-5.1
CCOC(=O)c1c(C)c(-c2ccccc2)n(CC(=O)NCCCN(CC)CC)c1C,4.0,0.8,-0.1,0.2,-6.4,5.8,-0.2,27.8,-35.6,-5.9

# More compounds follow:
SMILES,Platelet DG rel,HDAC3 inh,HSP90 refold inh,HSF-1 act,HSF1 inhib,aSyn 5UTR inh,HIF act,AI-2 QS mod,KLF5 inhibitor,IEC-6 cytotox
CCCC(=O)Nc1ccc(C(=O)NN2C(=O)c3ccccc3C2=O)cc1,-2.8,6.7,-1.6,-5.6,6.5,8.9,-0.2,10.4,-39.0,1.7
C/C(Cn1nnc2ccccc21)=N\NC(=O)c1cccc(Br)c1,19.1,1.0,0.0,2.1,13.6,2.1,0.4,40.3,-27.9,1.5
COc1cc(C(=O)NNC2=CC(=O)CC(C)(C)C2)cc(OC)c1OC,-5.7,0.3,1.0,-0.1,4.7,5.3,0.0,23.6,-5.5,0.5
Cc1nn(-c2ccccc2)c(C)c1C(=O)NCc1ccccc1F,-2.0,-2.9,-1.0,2.5,-5.0,1.2,0.5,nt,-20.3,0.2
O=C(CCNC(=O)c1ccccc1Cl)Nc1ccc2c(c1)OCO2,-3.2,5.3,2.3,8.5,-4.2,19.0,0.2,13.4,-21.8,2.2
COCCCNC(=O)c1ccc(Cn2c(=O)c3ccccc3n(Cc3ccc(C)cc3)c2=O)cc1,-2.1,6.0,2.6,7.0,6.3,27.7,-0.4,28.4,-8.4,3.2
COc1cccc(OCCCOc2ccc([N+](=O)[O-])cc2Cl)c1,3.2,-0.6,0.9,2.6,-0.5,-18.0,0.5,19.3,-30.0,-0.1
O=C(Cc1c(F)cccc1Cl)Nc1cccc(S(=O)(=O)NC2=NCCCCC2)c1,9.5,2.4,nt,15.9,9.0,12.7,0.0,-2.9,nt,nt
CC(C)NS(=O)(=O)c1ccc(CCC(=O)N2CCC(C(N)=O)CC2)cc1,-4.0,-0.5,-8.4,-4.5,-0.4,-8.8,-0.6,-5.2,-17.2,-4.5
Cc1cccc(C)c1NC(=O)c1cccc(N2C(=O)C3CCC(C)CC3C2=O)c1 (stereo not drawn),21.6,-6.6,0.1,-16.0,-1.6,10.1,0.3,11.1,-20.9,-1.9
COc1ccc(NC(=O)CN(C)C(=O)c2cc(C)on2)cc1,-7.0,2.3,nt,-2.2,-7.3,-4.5,-0.2,nt,nt,nt
CCN(CCn1cccn1)C(=O)CCc1nnc(C2CCCCC2)o1,4.3,-1.6,-0.6,8.4,5.7,-7.3,0.4,14.7,8.6,-0.3
CSc1cccc(NC(=O)C2CCCN2S(=O)(=O)c2ccc3c(c2)CCC(=O)N3)c1 (stereo not drawn),nt,2.5,1.2,nt,nt,nt,nt,nt,-27.5,-0.5
O=C(NCCCN1CCCC1=O)Nc1ccc(F)c(Cl)c1,-2.4,-3.6,0.8,-5.5,-5.4,-34.1,1.2,27.2,-30.8,1.0
CC1=NN(C(C#N)c2ccccc2)C(c2ccccc2)C1 (stereo not drawn),1.2,1.7,0.3,-3.1,-9.2,19.2,0.4,19.4,-2.6,-1.1
COc1ccccc1CNC(=O)COC(=O)c1ccc(Cl)c(N)c1,5.7,-1.6,3.7,2.2,3.9,33.7,0.1,17.2,-8.6,5.8
Cc1cccc(NC(=O)CCSc2ccccn2)c1,4.2,-0.6,-1.2,4.0,3.3,-15.0,1.2,-70.0,-16.0,-5.0
CCCN1Cc2cccc(C(=O)NCc3ccc4c(c3)OCO4)c2C1=O,-5.5,-0.9,-3.1,-2.7,11.0,15.3,-1.7,12.1,-1.0,3.6
Cc1ccccc1Nc1c([N+](=O)[O-])cncc1[N+](=O)[O-],7.6,-7.7,-0.1,4.6,1.6,-11.6,0.0,28.6,-0.8,1.9

# High-throughput results from PubChem BioAssay.
